Bioassay records as filed in PubChem.
Imprint erasure – qHTS Assay for Compounds that Induce Erasure of Genomic Imprints. mouse ES Peg3-LacZ reporter, beta-gal luminescence, 40 h. Potency, µM (series often up to 60.7 µM), without a hit: top-dose activity change, positive = activation, usual class: activators. 110,000 tested, 0.02% active. AID 1948, 2009;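 further: 0% = negative control wells on the plate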
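Readout: BetaGlo luminescence (5 min, room temp) for LacZ from the normally silent maternal Peg3 allele in female Peg3LacZ-Neo ES cells. Cells 300/well, 40 h, 37C, 5% CO2. Data normalized per plate to negative controls.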
IkB sig inh – IkB Signaling; ABC-DLBCL IkBa-CBG/CBR dual luciferase ratio, 4 h; response scale: scaled: untreated 0%, proteasome inhibitor 100%; 110,000 tested, 0.04% active; AID 445, 2006; Potency, µM (doses to about 57.1 µM), inactives show at the top dose IkBa stabilization activation; active means well fitted curve in the direction sought with a large enough effect in the signal ratio, not every such curve was filed as active; inconclusive means small, poorly fitted or top-dose-only effect, or a change in a side signal; the % refers to the signal ratio;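 further: the direction sought is a rising ratio; 0% = basal untreated cells and 100% = reference inhibitor full response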
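Curves were fitted separately to fusion (green), unfused (red) and ratio luminescence, then classed by r2, magnitude and activity. Cells: OCI-Ly3, 4 h compound plus doxycycline at 37C; 10 uM MG-132 defined full response.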
p53ts 39C tox – qHTS Screen for Compounds that Selectively Target Cancer Cells with p53 Mutations: Cytotoxicity of p53ts Cells at the Nonpermissive Temperature; H1299-p53A138V viability at 39C, ATP luminescence, 24 h; Potency, µM (highest dose often 46.1 µM), without a hit: top-dose activity change, negative = cell killing, actives largely listed as cytotoxic; 130,000 tested, 1.5% active; AID 902, 2007; further: nearly all actives have a fitted effect of over 55% in size
p53ts 32C tox – qHTS Screen for Compounds that Selectively Target Cancer Cells with p53 Mutations: Cytotoxicity of p53ts Cells at the Permissive Temperature; 130,000 tested, 0.93% active; AID 924, 2007; H1299-p53A138V at 32C, ATP luminescence viability, 24 h; Potency, µM (series often up to 46.1 µM), inactives show top-dose activity change, negative = cytotoxicity, most hits filed as cytotoxic;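 further: 0% = DMSO and -100% = full killing by reference compound; nearly all actives have a fitted effect of over 55% in size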
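Viability by ATPlite luminescence after 24 h compound treatment (up to 46 uM) at the permissive 32C. Cells are H1299 carrying p53 A138V. Scale runs from DMSO basal to 100 uM tamoxifen as full kill; AC50 from Hill fits.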
* hit, by the source's call; ? = inconclusive; · = no result given; & = joins results of further samples; [ ] = another dose, or the depositor's remark. Unless noted, the call rests on the fitted dose curve; in most records, active means well fitted curve in the direction sought with a large enough effect; inconclusive means small, poorly fitted or top-dose-only effect, or another doubt; inactive means no such curve, though single readings can be large; an effect the other way counts as inactive or inconclusive. Unless noted, on the % scale 0 is the no-effect control and ±100 the full control effect; potency means the concentration at half of the fitted maximal effect.

Second line of a record – Imprint erasure | IkB sig inh | p53ts 39C tox | p53ts 32C tox
- C[C@]12[C@H](O)CC3C(CC[C@@H]4C[C@@H](O)CC[C@]34C)[C@@]1(O)CC[C@@H]2C1=CC(=O)OC1 (stereo not given in full)
    9% | · | ? | ?
- CCC(C)C(=O)OC1C(O)C2C(CN3CC(C)CCC3[C@]2(C)O)C2C[C@]34O[C@@]5(O)C(OC(=O)C(C)(O)C(C)O)CCC3(C)C5C(OC(C)=O)C(OC(C)=O)C4[C@@]21O (stereo not given in full)
    -1% | · | 8% | 3%
- CC1CN=C(Nc2cccc3ccccc23)S1 (stereo not given)
    -12% | ? | ? | ?
- CCN(CC)CCO[C@H]1CC[C@@]2(C)C(=CC[C@@H]3[C@H]2CC[C@]2(C)C(=O)CC[C@H]32)C1
    -18% | 0.2% | -7% | -6%
- CC(=O)Nc1ccc(OC(=O)N(C)C)cc1
    4% | -0.4% | -3% | 3%
- Cc1cccc(-n2c(/C=C/c3cn(C)c4ccccc34)nc3ccccc3c2=O)c1
    -21%[10.9 µM] | ? | 12% | 1%
- CCN1CCN(Cc2cc(Br)cc(OC)c2O)CC1
    -9% | 0.4% | -1% | -6%
- O[C@H]1C2CCC1C(N1CCCCC1)CC2 (stereo not given in full)
    -10% | -1.3% | 9% | 1%
- CCCN1CCC2(CC1)NC(CO)(CO)CO2
    -3% | -1.2% | -6% | 3%
- O=C1CCCC2C3CC(CN12)C1CCCCN1C3 (stereo not given)
    5% | · | 9% | 0%
- CC(C)(Cl)[N+](=O)[O-]
    6% | -0.1% | 1% | 8%[1.84 µM]
- CCCCCCOc1ccc(CN2CCN(C)CC2)cc1
    -22% | 1.7% | ? | ?
- N#CCc1ccccc1
    -7% | 2.3% | -2% | -1%[1.84 µM]
- Cc1ccc(-c2nc(CN3C(=O)CN=C(c4ccccc4Cl)c4cc(Cl)ccc43)c(C)o2)cc1
    -12%[10.9 µM] | ? | -13% | 2%
- Cc1noc(C)c1C(=O)N1CCC2(CCCN(CC(C)C)C2)CC1
    · | 0.8%[11.4 µM] | 3% | -1%
- Cc1ccc(NC(=O)Cn2c(=O)oc3cc(S(=O)(=O)N4CCCCCC4)ccc32)cc1Cl
    -20%[10.9 µM] | -1.8% | -12% | ?
- C#CCOC(=O)C1=CCCN(C)C1
    -16%&-16% | 0.6%&7.3% | -11%&-6% | 16%&-20%
- Cc1ccc(Cn2cccc(C(=O)Nc3ccc4c(c3)OCCO4)c2=O)cc1
    20%[10.9 µM] | ? | -19% | 4%
- CCN(N=O)C(N)=O
    -4% | -0.5% | -6% | -14%[1.84 µM]
- ClC1=CCC2CN(CCN3CCCCC3)CC2C1 (stereo not given)
    -11% | -0.1% | 2% | -2%
- Cc1cc(N2CCN(C(=O)c3ccco3)CC2)n2ncnc2n1
    1% | 3.4% | 6% | -5%
- COc1cc2c(c(OC)c1OC)-c1ccc(O)c(=O)cc1C(NC(C)=O)CC2 (stereo not given)
    -29% | · | -3% | 2%
- CC(C)c1nn2c(=O)cc(COC(=O)Cc3ccccc3)nc2s1
    -8%[10.9 µM] | -0.3% | -21% | -4%
- CC(=O)N1CC2CC(C1)c1cccc(=O)n1C2 (stereo not given)
    18% | · | 2% | 0%
- CCCCn1c(O)c(C=NC2CC3CCC2(C)C3(C)C)c(=O)[nH]c1=O (stereo not given)
    -17% | -0.9% | 26% | 36%[activator]
- CN1CCN(Cc2ccccc2C(F)(F)F)CC1
    -4% | 0.0% | 8% | 4%
- COc1ccc(C(CN(C)C)C2(O)CCCCC2)cc1 (stereo not given)
    -4% | · | -13% | -9%
- NC[C@@H](O)CSP(=O)(O)O
    -12%[10.9 µM] | -0.3%[11.4 µM] | -2%[9.22 µM] | -1%[9.22 µM]
- NC(=O)CN1C2CCC1CC(NC(=O)C1CC1)C2 (stereo not given)
    -4% | -0.2% | 3% | 0%
- Cc1nnc(NC(=O)c2cccn(Cc3cccc(F)c3)c2=O)s1
    6%[10.9 µM] | 1.2% | -4% | -14%
- CN1C[C@H](CNC(=O)OCc2ccccc2)C[C@H]2c3cccc4c3c(cn4C)C[C@@H]21
    -28% | ? | ? | -11%
- NC[C@H](O)c1ccc(O)cc1
    5%[16.8 µM] | 0.0%[25.6 µM] | 1%[20.6 µM] | 3%[20.6 µM]
- COC1=CC(=O)OC(CCc2ccc3c(c2)OCO3)C1 (stereo not given)
    -7% | -2.4% | 6% | 19%[1.84 µM]
- CCCCn1c(O)c(C(C)=NC(C)c2ccccc2)c(=O)[nH]c1=O (stereo not given)
    5% | 0.3% | 3% | 6%
- COc1ccc(C[C@@H]2NC[C@H](O)[C@@H]2OC(C)=O)cc1
    -39%[inhibitor][16.8 µM] | ? | -12%[20.6 µM] | -12%[20.6 µM]
- COc1ccc(Br)cc1C1SCC(=O)Nc2c1c(C)nn2-c1ccccc1C (stereo not given)
    -7%[10.9 µM] | -1.7% | ? | -1%
- OC[C@@H]1CCCN2CCCC[C@@H]12
    1% | · | 3% | -6%
- COC(=O)C1C2c3ccccc3OC1(C)N=c1s/c(=C/c3cn(C)nc3C)c(=O)n12 (stereo not given)
    0% | -0.1% | -11% | 10%
- Cc1cc(-c2ccc(N)c(C)c2)ccc1N
    -8% | -3.0% | 0% | -10%[1.84 µM]
- COC(=O)CC1NC2CCCCC2NC1=O (stereo not given)
    -2% | 0.0% | 3% | 6%
- N#Cc1ccccc1NC(=O)c1cccn(Cc2ccccc2)c1=O
    -11%[10.9 µM] | ? | -19% | 2%
- Cc1cc(C)c(NC2=NCCCS2)c(C)c1
    · | · | -5% | -28%
- CCCCCCOC(=O)c1ccccc1N
    -3% | -1.0% | 13% | 15%
- CC1SC2(CN3CCC2CC3)NC1=O (stereo not given)
    -1% | -1.2% | 3% | -1%
- CCOC(=O)c1c(C)c(C(=O)N2CCC3(CC2)OCCO3)c(C)n1CC
    5% | -0.7% | 6% | 3%

New compounds follow:
SMILES	Imprint erasure	IkB sig inh	p53ts 39C tox	p53ts 32C tox
COc1ccc(-n2c(/C=C\c3ccccc3F)nc3ccccc3c2=O)c(OC)c1	17%[10.9 µM]	1.5%	-29%	-7%
CN(C)c1ccc(/C=C2\CCCN=C2c2cccnc2)cc1	-14%	·	-17%	-2%
CCC(=NCc1ccc2c(c1)OCO2)c1c(O)n(C)c(=O)n(C)c1=O	-18%	?	0%	-2%
CCc1ccc(NC(=O)c2cccn(Cc3cccc([N+](=O)[O-])c3)c2=O)cc1	-9%[10.9 µM]	6.8%	-30%	-1%
CCOC(=O)c1ccc(COC(=O)c2ccc(-c3nnc(-c4ccccc4)o3)cc2)o1	-96%[inhibitor]	8.8%	0%	-6%
C=CCN1C[C@H](C)N([C@H](c2ccc(C(=O)N(CC)CC)cc2)c2cccc(OC)c2)C[C@H]1C	-13%	-0.1%	-23%	4%
Cc1cccc(C2CC(=O)Oc3c2c(=O)oc2ccccc32)c1 (stereo not given)	16%[10.9 µM]	?	21%	-1%
CCOC(=O)CC1=C(C(=O)OCC)C2(C(=O)N1)C(C(=O)OC)=C(N)Oc1ccccc12 (stereo not given)	9%	0.2%	-1%	0%
O=C=NC1CCCCC1	4%&-5%	-0.6%&0.1%	-2%&-4%	3%&4%[1.84 µM]
CC1OC(O[C@@H]2C(O)CC(O[C@@H]3C(O)C[C@@H](OC4CC[C@]5(C)[C@H](CC[C@H]6[C@@H]5CC[C@]5(C)C(C7=CC(=O)OC7)C(O)C[C@@]65O)C4)OC3C)OC2C)CC(O)C1O (stereo not given in full)	-3%	·	-14%	-24%
O=C(Cn1cc(C(=O)c2ccccc2)c2ccccc21)NCc1ccco1	-10%	0.4%	5%	10%
COC(=O)c1ccc2ccn(CC(=O)NC(C)C)c2c1	?	-0.2%	-2%	-4%
CCC(C)NS(=O)(=O)c1ccc(OCC(=O)N2CCN(CC)CC2)cc1 (stereo not given)	·	·	12%	-9%
C=CC1CN2CCC1CC2C(OC(=O)OCC)c1ccnc2ccc(OC)cc12 (stereo not given)	-12%	·	-1%	17%
COc1ccc2c(c1OC)CN1CCc3cc4c(cc3[C@H]1C2)OCO4	-14%[16.8 µM]	-1.3%[25.6 µM]	5%[20.6 µM]	-1%[20.6 µM]
Cc1cccc(OCC(=O)N2CCN(Cc3cc(=O)n4nc(-c5ccccc5Cl)sc4n3)CC2)c1	-9%[10.9 µM]	0.2%	-9%	3%
Cc1nc2cc(-c3cccc(F)c3)nn2c(C)c1CCC(=O)N1CCC2(CC1)OCCO2	17%	?	9%	12%
O=c1ccc2[nH]cc(C3=CCNCC3)c2[nH]1	-2%	0.5%	9%	6%
Cc1c(C(c2ccc(F)cc2)c2c(O)c3ccccc3oc2=O)c(=O)n(-c2ccccc2)n1C (stereo not given)	3%[10.9 µM]	?	14%	-6%
O=CN1CCCCC1C1CC[C@H]2CCCCN2C1 (stereo not given in full)	-10%	·	-8%	-11%
CCN1C[C@]2(C)CC[C@H](OC)[C@@]34[C@@H]2[C@H](OC(C)=O)[C@]2(OCO[C@@]25C[C@@H](OC)[C@@H]2C[C@@]3(O)[C@H]5[C@@H]2OC)[C@H]14	-3%[16.8 µM]	1.0%[25.6 µM]	2%[20.6 µM]	-2%[20.6 µM]
Cc1ccc(Cn2cccc(C(=O)Nc3cc([N+](=O)[O-])ccc3C)c2=O)cc1	16%[10.9 µM]	3.0%	10%	-1%
CCOC(=O)C1C(=O)NC23CCCC2C1c1ccccc1O3 (stereo not given)	-12%	-2.0%	2%	15%
CNC[C@H](O)c1ccc(O)cc1	-9%[16.8 µM]	0.4%[25.6 µM]	3%[20.6 µM]	0%[20.6 µM]
CCOC(=O)c1c(-c2ccccc2)oc2ccc(OC(=O)N(C)C)cc12	-24%	0.4%	-8%	4%
COC(=O)c1ccccc1OP1(=O)COc2ccccc2OC1	4%	-0.2%	-5%	-5%
CCCCN1C(=O)NC(=O)C2(Cc3c(nc4ccccn4c3=O)N3CCc4ccccc4C32)C1=O (stereo not given)	-23%	-3.9%	2%	7%
CN=C=S	1%	-0.9%	10%	-5%[1.84 µM]
Nc1nnnn1CCO	21%[10.9 µM]	-0.4%[11.4 µM]	-3%[9.22 µM]	-2%[9.22 µM]
O=C(Nc1cc(Cl)ccc1Cl)c1cc(S(=O)(=O)N2CCc3ccccc3C2)ccc1F	-4%[10.9 µM]	-0.9%	?	-15%
CC(=O)[C@@H]1CC[C@H]2[C@H]3CC[C@H]4C[C@@H](O)CC[C@]4(C)[C@@H]3CC[C@]12C	·	15%	-5%	-16%
O=C(Nc1ccccc1)N1CC2(CCN(C(=O)Oc3ccccc3)CC2)C1	·	-0.9%[11.4 µM]	-2%	-4%
C[N+]1=Cc2cc3c(cc2CC1)OCO3	-7%	2.3%[11.4 µM]	-16%	-1%
Cn1cnc2cc(NC(=O)c3ccc(Cl)cc3)ccc21	-24%	?	?	?
CC1O[C@@H](O[C@@H]2C(O)C[C@H](O[C@@H]3C(O)C[C@@H](OC4CC[C@@]5(C)C6CC[C@]7(C)C(C8=CC(=O)OC8)CC[C@@]7(O)C6CC[C@@H]5C4)OC3C)OC2C)CC(O)[C@H]1O (stereo not given in full)	6%	·	?	-17%

Single records, as listed above:
Cn1cnc2cc(NC(=O)c3ccc(Cl)cc3)ccc21 in the list: Imprint erasure = -24%; IkB sig inh = ?; p53ts 39C tox = ?; p53ts 32C tox = ?
CNC[C@H](O)c1ccc(O)cc1 in the list: Imprint erasure = -9%[16.8 µM]; IkB sig inh = 0.4%[25.6 µM]; p53ts 39C tox = 3%[20.6 µM]; p53ts 32C tox = 0%[20.6 µM]

These rows are one share of the data; the hit share may differ from the screen's.
